Bioassay records (PubChem BioAssay)
CD11b adhes enh = enhancers of human CD11b/CD18 binding to fibrinogen; hit rate 0.07% among 93,000; AID 1499; P05107+P11215; activation, % at 10 µM; K562 CD11b/CD18 adhesion to fibrinogen, ATPlite luminescence;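 active means 10 µM primary screen giving 50% or more activity, confirmed by 40% or more on retest at that dose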; further: strong numbers were not always called active; reference of the scale not given here
PLK1 kinase inh = inhibitors of human PLK1 kinase. P53350. recombinant PLK1 kinase, TR-FRET peptide phosphorylation. inhibition, % at 10 µM. hit rate 0.53% among 97,000. AID 619;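 active means inhibition of 50% or more in the single-concentration screen; inactive means inhibition below 50%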;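 further: 0% = DMSO max control and 100% = H-89 dihydrochloride min control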
ERa coact inh = blocks coactivator binding to human estrogen receptor alpha. hit rate 1.7% among 86,000. TR-FRET ER-alpha LBD / SRC-1 peptide, estradiol-bound. P03372. inhibition, % at 25.6 µM. AID 629; in the data active means inhibition above about 50%;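 further: 0% = receptor plus peptide control and 100% = peptide only without receptor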
Target sequence (P03372 whole entry, looked up, the tested form may be a part): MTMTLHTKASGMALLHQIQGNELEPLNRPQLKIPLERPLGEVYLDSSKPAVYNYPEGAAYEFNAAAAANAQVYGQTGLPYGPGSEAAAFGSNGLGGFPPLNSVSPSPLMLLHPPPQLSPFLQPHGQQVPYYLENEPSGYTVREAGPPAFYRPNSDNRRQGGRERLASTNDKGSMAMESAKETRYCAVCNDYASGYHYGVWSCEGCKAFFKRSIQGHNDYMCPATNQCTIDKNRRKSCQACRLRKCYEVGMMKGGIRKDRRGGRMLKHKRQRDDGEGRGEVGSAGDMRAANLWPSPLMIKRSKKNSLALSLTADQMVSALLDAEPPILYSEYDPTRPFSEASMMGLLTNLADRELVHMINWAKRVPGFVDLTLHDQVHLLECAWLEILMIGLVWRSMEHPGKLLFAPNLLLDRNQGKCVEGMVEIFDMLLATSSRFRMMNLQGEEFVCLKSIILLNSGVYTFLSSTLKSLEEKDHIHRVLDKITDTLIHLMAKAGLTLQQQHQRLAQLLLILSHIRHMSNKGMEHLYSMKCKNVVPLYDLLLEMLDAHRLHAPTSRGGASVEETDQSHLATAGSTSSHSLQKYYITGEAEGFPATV
ERb coact inh = blocks coactivator binding to human estrogen receptor beta | Q92731 | TR-FRET ER-beta LBD / SRC1-Cy5 peptide binding; receptor agonist-loaded with 1 µM estradiol | inhibition, % at 25.6 µM | hit rate 1.3% among 86,000;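 active means compounds whose percent inhibition of the receptor-coactivator binding signal exceeds about 50% in the single-dose screen, limit read from the data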;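 further: 0% = receptor plus peptide wells without compound and 100% = peptide-only wells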
Target sequence (Q92731 whole entry, looked up, the tested form may be a part): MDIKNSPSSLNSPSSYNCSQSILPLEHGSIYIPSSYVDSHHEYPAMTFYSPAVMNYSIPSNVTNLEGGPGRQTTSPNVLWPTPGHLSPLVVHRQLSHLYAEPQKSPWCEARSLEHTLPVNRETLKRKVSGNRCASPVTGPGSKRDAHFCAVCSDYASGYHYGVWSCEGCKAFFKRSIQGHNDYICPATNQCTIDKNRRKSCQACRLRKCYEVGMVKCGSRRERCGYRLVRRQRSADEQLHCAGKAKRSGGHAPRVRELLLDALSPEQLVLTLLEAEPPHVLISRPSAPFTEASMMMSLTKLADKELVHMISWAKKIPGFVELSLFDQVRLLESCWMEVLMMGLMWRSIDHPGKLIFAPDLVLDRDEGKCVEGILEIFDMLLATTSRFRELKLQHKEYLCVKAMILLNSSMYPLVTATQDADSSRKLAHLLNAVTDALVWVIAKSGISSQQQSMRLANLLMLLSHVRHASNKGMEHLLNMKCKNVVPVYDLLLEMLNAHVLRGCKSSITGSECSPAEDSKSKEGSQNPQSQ
ERa SRC1 pot = ER-alpha (human) coactivator binding potentiation. P03372. TR-FRET ERalpha-LBD/SRC-Cy5 coactivator binding, 2 h; 100 = basal binding, no effect. coactivator binding (% of control), % at 25.6 µM. hit rate 1.3% among 86,000; in the data active means activity above about 200%;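 further: binding measured in presence of low estradiol as agonist stimulus; 0% = peptide alone without receptor and 100% = receptor with peptide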
Plk1 PBD FP = blocks phosphopeptide binding to human Plk1 polo box domain | P53350 | inhibition, %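 (tested at about 20 µM)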 | Plk1 PBD phosphopeptide binding, fluorescence polarization | hit rate 0.13% among 97,000; in the data active means inhibition above about 34%, passing the limit was not always enough
HIV Rev-RRE inh = HIV Rev-RRE protein-RNA interaction inhibition; AID 704; hit rate 0.79% among 97,000; Rev peptide-RRE RNA binding, FRET; inhibition, % at 8 µM; P05866;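 active means inhibition above the screen-wide mean plus 3 SD, cut at about 35% in these data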;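 further: 0% = median DMSO wells and 100% = median Neomycin B control wells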
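Probe or stimulus: fluorescein-Rev peptide as binding partner; assay system: Cy5-tagged RRE RNA duplex with fluorescein-tagged Rev peptide; timing: 5 min compound–RNA preincubation, then 15 min with peptide, 25 °C; medium: HEPES pH 7.5 buffer with KCl, MgCl2, NaCl and EDTA; signal: fluorescein-to-Cy5 FRET, 480 nm excitation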
Mac1 fbg inh = blocks human CD11b/CD18 adhesion to fibrinogen | inhibition, % at 10 µM | hit rate 0.54% among 93,000 | K562 CD11b/CD18 adhesion to fibrinogen, ATPlite luminescence; Mn2+ added to activate the integrin;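 active means primary inhibition of 50% or more at 10 µM, then 40% or more on retest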; further: some results filed as inactive read as strong as hits
FAK inh = blocks human focal adhesion kinase activity; Q05397; biochemical FAK kinase activity assay; inhibition, %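 (tested at 7 µM)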; hit rate 0.84% among 97,000; AID 727; in the data active means inhibition above about 19%;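 further: 0% = DMSO and 100% = reference compound high control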
Active calls of the source: *; · = not tested or not shown; [ ] = another dose, or the depositor's remark.

SMILES	CD11b adhes enh	PLK1 kinase inh	ERa coact inh	ERb coact inh	ERa SRC1 pot	Plk1 PBD FP	HIV Rev-RRE inh	Mac1 fbg inh	FAK inh
Cc1cc(C)n2nc(SCc3cc(=O)oc4cc(C)c(C)cc34)nc2n1	-6	1	-11	-3	102	5	5	15	0
CCC1CCCCN1S(=O)(=O)c1ccc(NC(=O)CSc2ncccc2C(=O)O)cc1 (stereo not drawn)	-1	·	2	10	84	·	·	-16	·
CCOC(=O)CC(=O)CSc1nc2c(cc1C#N)CCCCC2	2	-10	-9	-13	106	14	12	-7	10
NCCCCCc1nnc(SCC(=O)Nc2cccc(Cl)c2)o1	-4	-14	-5	-12	121	-7	-4	-12	-2
O=C(NCc1cccs1)C1CCCN(S(=O)(=O)c2cnc[nH]2)C1 (stereo not drawn)	-3	5	-8	-8	111	8	1	-14	-6
COc1cc(C(=O)N(CCCO)Cc2cc3ccc(C)c(C)c3[nH]c2=O)cc(OC)c1OC	0	10	2	-5	119	-8	2	2	-2
CC1Cc2ccccc2N1C(=O)CCS(=O)(=O)c1cccc2nonc12 (stereo not drawn)	0	·	-26	-22[fluorescence artefact?]	132[fluorescence artefact?]	·	·	-16	·
O=C(c1cc(-c2cccs2)on1)N1CCCc2ccccc21	-4	·	-4	2	118[fluorescence artefact?]	·	·	2	·
COCc1nnc(NC(=O)CSCc2ccccc2)s1	·	-1	-3	0	102	9	6	·	8
O=C(O)CC(NC(=O)COc1ccc(Cl)cc1Cl)C(=O)O (stereo not drawn)	0	-6	-5	-10	107	4	9	-6	-5

Three of the entries above in order of the ERa SRC1 pot value, high to low.
SMILES	CD11b adhes enh	PLK1 kinase inh	ERa coact inh	ERb coact inh	ERa SRC1 pot	Plk1 PBD FP	HIV Rev-RRE inh	Mac1 fbg inh	FAK inh
O=C(NCc1cccs1)C1CCCN(S(=O)(=O)c2cnc[nH]2)C1 (stereo not drawn)	-3	5	-8	-8	111	8	1	-14	-6
O=C(O)CC(NC(=O)COc1ccc(Cl)cc1Cl)C(=O)O (stereo not drawn)	0	-6	-5	-10	107	4	9	-6	-5
COCc1nnc(NC(=O)CSCc2ccccc2)s1	·	-1	-3	0	102	9	6	·	8

Next part.
SMILES	CD11b adhes enh	PLK1 kinase inh	ERa coact inh	ERb coact inh	ERa SRC1 pot	Plk1 PBD FP	HIV Rev-RRE inh	Mac1 fbg inh	FAK inh
CCn1c(-c2cccc(Br)c2)n[nH]c1=S	1	-8	-30[fluorescence artefact?]	28[fluorescence artefact?]	98	-3	4	4	1
C=CCn1c(SCC(=O)NC2CCS(=O)(=O)C2)nc2sc(CC)cc2c1=O (stereo not drawn)	-1	-9	-5	-5	138	-11	11	-2	-1
CCOC(=O)c1cc2occc2n1Cc1ccc(F)cc1	2	-10	0	0	115[fluorescence artefact?]	4	11	2	-2
COCC(C)n1c(C)cc(C(=O)CN2C(=O)NC(Cc3c[nH]c4ccccc34)C2=O)c1C (stereo not drawn)	-1	-5	0	4	92	-5	-4	10	-1
CN(C)CCNC(=O)C(C(=O)c1ccccc1)n1ccccc1=O (stereo not drawn)	-2	0	1	-6	104	-19	5	-2	-5
c1ccc(C2=NNC(=NC3CC3)SC2)cc1	·	-2	-84[fluorescence artefact?]	-86[fluorescence artefact?]	171[fluorescence artefact?]	-17	8	·	-7
Cc1ccccc1C(C(=O)NC1CCCC1)N(C(=O)Cc1cccs1)c1ccc2c(c1)OCCO2 (stereo not drawn)	·	-7	·	·	·	25	-4	·	1
Cc1nn(CC(=O)NCCc2ccc(Cl)cc2)c(C)c1[N+](=O)[O-]	-4	3	·	·	·	-7	0	7	-1
CSC1=N/C(=C\c2ccccc2F)C(=O)S1	-2	-7	-4	-10	108	-8	6	-4	2
Cc1ccc2c(n1)sc1c(-c3ccccc3)c(C#N)c(N)nc12	-2	-2	·	·	·	-17	13	-11	-4
Cc1noc(COc2ccccc2OCC(N)=O)c1Cl	2	-1	-4	3	123	-8	8	-8	7
O=C(O)C1CC=CCC1C(=O)Nc1ccccc1C(=O)N1CCN(c2ccccc2)CC1 (stereo not drawn)	0	-6	·	·	·	2	2	6	-1
CCCNc1nc2c(c(=O)n(C)c(=O)n2C)n1Cc1cccc(C)c1	-2	-3	7	5	99	-9	-6	28	-3
CCOc1cc(-c2noc(CCC(=O)Nc3cccnc3)n2)ccc1OC	-2	·	-9	-7	122	·	·	76	·
CCOC(=O)c1sc2ncn(CC(=O)NCC3CCCO3)c(=O)c2c1C (stereo not drawn)	-4	·	5	0[fluorescence artefact?]	131[fluorescence artefact?]	·	·	10	·
COc1ccccc1CC(=O)Nc1cc2oc3ccccc3c2cc1OC	·	-8	·	·	·	15	4	·	2
O=C(NC(=S)Nc1ncc(Br)cc1Br)c1cncc(Br)c1	3	-10	·	·	·	-1	-2	3	-1
CCOC(=O)c1cnc(SCC(=O)c2ccc(Cl)cc2)nc1N	-1	-12	·	·	·	-10	10	3	-1
c1ccc2c(c1)OCC(c1nn3cnnc3s1)O2 (stereo not drawn)	2	·	-5	15	103	·	·	-33	·
NC(=O)CSc1nnc(C2CC2)n1-c1ccccc1	-2	-16	0	1	86	-7	9	-4	6
COc1cc(OC)c(C2=NOC(C(=O)Nc3c(C)nn(CC(=O)N4CCCC4)c3C)C2)cc1Cl (stereo not drawn)	-5	12	-29	-24	99	-2	17	-10	3
Cc1ccc(S(=O)(=O)N2CCN(S(=O)(=O)N3CCOCC3)CC2)cc1C	0	-9	-4	19	114	-8	11	-2	-1
CS(=O)(=O)c1nc(-c2ccco2)cc(C(F)(F)F)n1	-2	2	·	·	·	-7	9	-4	4
Cc1cccc(C(=O)N2CCCCCC2)c1	-2	-11	-6	-4	99	6	6	-23	0
CCCC(=O)Nc1ccc(Br)c(Cl)c1	1	-13	-7	-8	114	-5	2	0	0
Cc1cc(C)n(/N=C/c2ccccc2)c(=O)c1C#N	1	-8	-2[fluorescence artefact?]	-3	134	13	2	-1	-4
COc1ccc(C2(O)CCN(Cc3nnnn3Cc3ccc(C)cc3)CC2)cc1	1	-2	5[fluorescence artefact?]	6[fluorescence artefact?]	97	-24	3	-4	-6
O=C(CSc1nnnn1-c1ccccc1)CSc1nnnn1-c1ccccc1	0	-14	·	·	·	4	8	-10	0
CCOC(=O)c1c(CN2CCN(c3ccccc3)CC2)oc2ccc(O)cc12	2	·	-11[fluorescence artefact?]	0	107	·	·	-5	·
Cc1ccc2cc(CN(Cc3ccc4c(c3)OCO4)Cc3nnnn3Cc3ccco3)c(=O)[nH]c2c1	12	1	14[fluorescence artefact?]	14[fluorescence artefact?]	96	10	6	2	5
Cc1cc(=O)n2c(c1C#N)SC1CCCCC12O (stereo not drawn)	-6	-6	6[fluorescence artefact?]	2[fluorescence artefact?]	117	35	5	-3	3
O=C(O)CCC(=O)NC1CCCCC1	-2	-3	22	-5	104	-10	8	-5	-1
Cc1cccc2c1N(C(=O)c1ccco1)C(C)(C)c1ssc(=S)c1-2	·	-7	·	·	·	10	4	·	4
CC(C)COc1ccc(C(=O)Nc2scc(-c3ccc(Cl)cc3Cl)c2C(N)=O)cc1	·	-32	·	·	·	-18	8	·	1
Cc1cc(NC(=O)CSc2nnnn2C2CCCC2)no1	2	-6	2[fluorescence artefact?]	-3[fluorescence artefact?]	84	20	4	-16	6
O=c1cc(O)nc(SCc2ccccc2)n1-c1ccc(F)cc1	0	-11	·	·	·	26	3	-6	-4
CC(=O)c1cnc(Nc2nc(C)c3cc(C)ccc3n2)nc1C	·	-6	15[fluorescence artefact?]	9[fluorescence artefact?]	109	-1	10	·	-4
CCOC(=O)C(Cc1ccccc1)NC(C)=O (stereo not drawn)	4	-8	-6	-3	101	-22	7	-3	0
O=C(CSc1ncn[nH]1)NC12CC3CC(CC(C3)C1)C2	-1	-8	11	18	98	2	0	14	0
CCOc1cc(S(=O)(=O)NCCc2cccc(C)c2)c(OCC)cc1-n1cnnn1	-5	-3	6[fluorescence artefact?]	4[fluorescence artefact?]	98	5	10	23	1
O=C(O)c1ccccc1C(=O)NCc1ccc(F)cc1	2	-13	-47	-21[fluorescence artefact?]	114	11	2	-8	16
CN1CCC(=NNC(=O)C(=O)NC(C)(C)C)CC1	-5	-3	-5	-5	105	8	8	-5	1
O=C(CSc1n[nH]c(-c2cccs2)n1)NCc1ccc2c(c1)OCO2	4	6	1	7	81	-13	9	2	1
O=C1CCC(Cc2ccccc2)N1 (stereo not drawn)	-3	·	8[fluorescence artefact?]	7[fluorescence artefact?]	94	·	·	-11	·
CC(=O)NC1=NN(C(C)=O)C(C)(c2cccs2)S1 (stereo not drawn)	·	-8	-7	-13	113	-9	2	·	0
CCOC(=O)c1ccccc1NC(=O)CSc1nnc(Cc2cccn2C)n1-c1ccc(F)cc1	1	-11	8	-1	102	7	-4	10	3
CSCCOC(=O)C1=C(C)Nc2ccc(C)cc2S1	2	-6	-5[fluorescence artefact?]	-7	84[fluorescence artefact?]	2	1	10	1
O=C(CSc1nnnn1C1CCCC1)N1CCN(C(=O)c2ccco2)CC1	3	-3	-4	-6	120	-1	3	-35	0
O=C(O)CCCC(=O)N1CCN(c2nc(-c3ccccc3)c3ccccc3n2)CC1	-3	5	-5	3	98	-4	-7	-7	-3
COc1ccc(-c2cc(-c3cc(F)ccc3O)[nH]n2)cc1OC	·	-3	-3	3	76	-4	8	·	5

Carrying on:
SMILES	CD11b adhes enh	PLK1 kinase inh	ERa coact inh	ERb coact inh	ERa SRC1 pot	Plk1 PBD FP	HIV Rev-RRE inh	Mac1 fbg inh	FAK inh
O=C(NCc1ccco1)Nc1ccc2nsnc2c1	-1	-2	16	-13	108	-19	7	-11	7
COC(=O)c1c(C(=O)OC)c2ccncn2c1Cl	4	-21	-3	-3	94	3	11	-10	-2
Cc1cccc(-n2c(C)cc(/C=N/n3cnnc3)c2C)c1	-2	-9	-2[fluorescence artefact?]	0[fluorescence artefact?]	94[fluorescence artefact?]	0	2	10	3
O=C(NCCCN1CCCC1=O)c1ccc2c(c1)OCO2	-1	-16	-1	6[fluorescence artefact?]	108	14	5	6	-3
O=C(NC1CCCCC1)C(c1ccccc1)N(Cc1ccco1)C(=O)Cn1cnc2ccccc21 (stereo not drawn)	·	-7	·	·	·	-9	6	·	-1
CC1Cc2ccccc2N1C(=O)CCNS(=O)(=O)c1cccc2nsnc12 (stereo not drawn)	·	-5	2	-12[fluorescence artefact?]	119	26	-3	·	0
COc1ccc(NC(=O)c2cc(CC(C)C)on2)cc1OC	-4	·	-8	4	110[fluorescence artefact?]	·	·	18	·
c1coc(CNc2nc(-c3ccncc3)cs2)c1	·	-10	-6	-5	120	19	4	·	7
O=C(CC(SCCO)c1ccc(F)cc1)c1ccco1 (stereo not drawn)	-1	-7	·	·	·	-3	3	23	-2
CC(C)NS(=O)(=O)c1ccc(OCC(=O)Nc2cccc3ccccc23)cc1	2	-8	-2	-2	100	-23	9	-34	-1
CCOC(=O)c1c(NC(=O)CSc2nnnn2-c2ccc(OC)cc2)sc(C)c1C	-6	2	0	-28	65	1	10	63*	2
C=CCNC(=O)c1ccccc1NS(=O)(=O)c1ccc(SC)cc1	1	-4	40[fluorescence artefact?]	13	18[fluorescence artefact?]	32	-1	-32	-1
COc1cccc(OCCn2c(C)c(/C=N/n3cnnc3)c3ccccc32)c1	-4	-13	·	·	·	-14	-7	-8	-5
COC(=O)CSc1nc(C(C)C)nc2ccccc12	-5	-12	·	·	·	3	0	-9	40*
CC(C)CC(C(=O)OCC(=O)Nc1ncc(Cl)cc1Cl)N1C(=O)c2ccccc2C1=O (stereo not drawn)	·	-5	11	28	107[fluorescence artefact?]	-3	8	·	1
CCOCCCNC(=S)NCCNc1nc2c(C)cccc2cc1C#N	4	-4	·	·	·	-14	-4	1	0
